Screening data as filed in PubChem.
Jurkat NFkB inh: inhibitors of induced NF-kB luciferase reporter, primary screen, TCR NF-kB activation inhibitor project, cell-based, luminescence, uHTS | Jurkat, PMA/ionomycin-induced NF-kB luciferase reporter | inhibition, % at 4 µM | hit rate 0.53% among 330,000 | AID 435003, 2010; in the data active = inhibition above about 50%
EBI2 block: EBI2 receptor antagonists, beta-arrestin recruitment, primary screen, cell-based, luminescence, 7a,25-OHC stimulation, uHTS; 7a,25-OHC stimulated; AID 651636, 2012; inhibition, % at 5 µM; G-protein coupled receptor 183 (Homo sapiens), P32249; hit rate 0.81% among 360,000; in the data active = inhibition above about 38%;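 note: enzyme fragment complementation signal reports receptor beta-arrestin coupling in cells; 0% = agonist plus DMSO wells and 100% = wells without agonist; some results beyond the cut were filed as inactive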
Target sequence (P32249 whole entry, looked up, the tested form may be a part): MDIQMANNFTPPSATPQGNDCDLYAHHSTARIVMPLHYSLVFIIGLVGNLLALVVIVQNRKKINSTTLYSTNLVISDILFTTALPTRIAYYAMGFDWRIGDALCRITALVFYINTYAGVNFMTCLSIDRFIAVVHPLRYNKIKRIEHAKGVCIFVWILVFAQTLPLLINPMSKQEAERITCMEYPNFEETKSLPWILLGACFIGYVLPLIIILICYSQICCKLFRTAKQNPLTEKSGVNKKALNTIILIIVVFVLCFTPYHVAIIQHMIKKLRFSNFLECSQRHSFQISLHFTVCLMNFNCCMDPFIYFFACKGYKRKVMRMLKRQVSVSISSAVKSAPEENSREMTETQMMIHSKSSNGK
Gli-Sufu block: Gli-Sufu pathway antagonists, primary screen, luciferase luminescence, Sufu-KO-LIGHT cells, uHTS; AID 588413, 2011; hit rate 0.74% among 340,000; Sufu-KO-LIGHT fibroblasts, Gli luciferase reporter luminescence; inhibition, % at 5 µM;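 active = inhibition above about 55%, limit read from the data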;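 note: 0% = DMSO-treated cells and 100% = wells with medium but no cells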
697 NFkB inh: inhibitors of PMA/ionomycin-induced NF-kB reporter, 697 cells, primary screen, B-cell NF-kB inhibitor project, cell-based, luminescence, uHTS; hit rate 0.33% among 330,000; 697 B-cell NF-kB luciferase reporter, 16 h; inhibition, % at 4 µM; in the data active = inhibition above about 35%
APJ antagonist: antagonists of human apelin receptor APJ, primary screen, CHO-K1 cells, beta-arrestin complementation, luminescence; P35414; inhibition, % at 20 µM; hit rate 0.32% among 330,000; AID 2521, 2010;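 active = inhibition above about 40% at 20 µM, limit read from the data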;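 note: cells challenged with 10 nM apelin-13 agonist together with compound; plate controls were apelin-13 plus DMSO wells for no effect and DMSO wells lacking apelin-13 for full effect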
Target sequence (P35414 whole entry, looked up): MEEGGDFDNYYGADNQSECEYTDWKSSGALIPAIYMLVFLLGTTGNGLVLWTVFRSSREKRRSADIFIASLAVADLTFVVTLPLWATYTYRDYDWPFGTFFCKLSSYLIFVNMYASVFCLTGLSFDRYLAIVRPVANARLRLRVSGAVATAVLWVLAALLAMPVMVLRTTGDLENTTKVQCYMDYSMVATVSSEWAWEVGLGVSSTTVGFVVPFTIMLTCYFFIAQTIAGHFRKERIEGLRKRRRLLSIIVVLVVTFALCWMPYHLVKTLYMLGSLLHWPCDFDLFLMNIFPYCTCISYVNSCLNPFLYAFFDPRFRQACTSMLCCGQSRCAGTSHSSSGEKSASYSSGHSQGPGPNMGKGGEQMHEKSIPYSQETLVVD
UBC13 polyUb: UBC13 polyubiquitin chain formation inhibitors, primary screen, biochemical, TR-FRET, uHTS; Ubiquitin-conjugating enzyme E2 N (Homo sapiens), P61088; inhibition, % at 20 µM; hit rate 0.47% among 330,000; in the data active = inhibition above about 45%, passing the limit was not always enough
Target sequence (P61088 whole entry, looked up): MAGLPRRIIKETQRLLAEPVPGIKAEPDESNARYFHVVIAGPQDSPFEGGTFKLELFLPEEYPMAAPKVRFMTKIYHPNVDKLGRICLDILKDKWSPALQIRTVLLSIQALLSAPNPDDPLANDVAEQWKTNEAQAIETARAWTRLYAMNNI
CCR6 antag: CCR6 receptor antagonists, primary screen, cell-based, CHO-K1, luminescence, beta-arrestin, uHTS | AID 493098, 2011 | CHO-K1 CCR6 PathHunter beta-arrestin, CCL20-stimulated | hit rate 0.49% among 340,000 | inhibition, % at 20 µM;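 active = compounds whose inhibition of the agonist-driven luminescence signal at 20 µM reaches about 50%, limit read from the data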;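 note: cells stimulated with CCL20 at 14 nM final; plate controls were DMSO with CCL20 for no effect and DMSO without agonist for full effect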
CXCR6 block: CXCR6 receptor inhibitors, primary screen, cell-based, beta-arrestin, luminescence, CHO-K1 PathHunter, 1536-well. C-X-C chemokine receptor type 6 (Homo sapiens), O00574. hit rate 0.36% among 360,000. AID 602244, 2012. inhibition, % at 20 µM; in the data active = inhibition above about 34%, passing the limit was not always enough;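 note: antagonist mode with CXCL16 agonist at 10 nM final; 0% = 10 nM CXCL16 with DMSO and 100% = unstimulated wells without agonist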
* hit, by the source's call; x = no result given.

SMILES	Jurkat NFkB inh	EBI2 block	Gli-Sufu block	697 NFkB inh	APJ antagonist	UBC13 polyUb	CCR6 antag	CXCR6 block
CCOCCc1c(O)nc(SCCOc2ccc(C)c(C)c2)[nH]c1=O	6	4	1	5	-4	5	-3	5
Cc1cc(=O)oc2c3c(cc(OCC(=O)NCc4ccccc4)c12)OC(C)(C)CC3	-11	9	2	-5	-29	17	23	3
COc1ccc(CN2CCN(C(=O)c3cccs3)CC2)cc1Br	-8	-7	8	-13	5	-2	8	-12
Cc1noc(C)c1C(=O)Nc1nc(C23CC4CC(CC(C4)C2)C3)cs1	10	9	0	-10	-16	-2	5	0
C[C@@]12C(=O)NCC(=O)N1[C@@H]1c3cc(Br)ccc3OC[C@@H]1[C@@H]2c1ccccc1	-4	5	-6	1	32	4	36	17
Cc1cccc(N2CCN(S(=O)(=O)c3ccc4c(c3)NC(=O)C(C)S4)CC2)c1C (stereo unspecified)	4	-3	-1	-51	-21	0	12	-4
CCOC(=O)N1CCN(C(=O)Cc2ccc(C)cc2)CC1	-11	-12	-3	-5	-18	-2	6	-2
Cc1ccc(C(=O)NC2CCCCCCC2)c(Cl)c1	-108	-2	-33	-236	-7	3	2	2
CN(C)/C=N/c1sccc1C(N)=O	-6	3	0	-10	4	2	12	0
CC(=O)c1ccc(NC(=O)C(C)n2nc(-c3ccccc3)c3cc(Cl)ccc32)cc1 (stereo unspecified)	8	44*	10	-13	13	-9	0	-7
C=CCOn1c(=O)c(-c2cccs2)[n+]([O-])c2ccccc21	-23	19	4	-17	-4	-8	42	28
CC(C)C[C@@H](CO)N1CCN(CC(C)C)CCC1=O	13	-12	0	9	18	11	2	0
COC(=O)c1ccc(COC(=O)c2ccc(C)c(S(=O)(=O)N3CCCCC3)c2)cc1	-28	9	-40	-104	-20	-8	20	8
Cc1ccc(C(=O)Nc2ccc(Cc3ccncc3)cc2)cc1[N+](=O)[O-]	-5	-9	-24	2	-32	-26	5	-17
COCCNC(=O)C(OC(=O)CC1Sc2ccccc2NC1=O)c1ccccc1 (stereo unspecified)	11	2	-11	3	-7	-7	-8	-8
Cc1ccc(S(=O)(=O)N2CCOCC2)cc1C(=O)OCC(=O)c1ccc[nH]1	-3	1	-3	10	-2	4	7	-8
Nc1nnc(SCC(=O)NCCNC(=O)CSc2nnc(N)s2)s1	15	-22	3	-12	18	-4	5	-5
CCOC(=O)C(Cc1c[nH]c2ccccc12)NC(=O)c1ccco1 (stereo unspecified)	-6	5	5	5	0	5	6	-8
O=C(c1ccco1)N1CCN(C(=O)C(c2ccccc2)c2ccccc2)CC1	-15	3	1	6	12	6	10	4
O=C(COC(=O)CN1C(=O)C2CCCCC2C1=O)Nc1cc(S(=O)(=O)N2CCOCC2)ccc1Cl (stereo unspecified)	1	-2	-5	30	-17	6	-8	-10
COc1ccccc1CN1CC(C(=O)NCc2cc(C)on2)CCC1=O (stereo unspecified)	-3	-2	-4	13	2	3	-13	-9
COC(=O)C1=C(C)NC(C)=C(C(=O)OC)C1C(=O)OCc1nnc(-c2ccccc2)o1	13	-7	8	14	14	5	6	1
CCOC(=O)Cn1c(=O)oc2cc(S(=O)(=O)NCCCc3ccccc3)ccc21	-4	0	-3	-3	17	10	4	-3
Cc1ccnc(NC2OC(=O)c3ccccc32)c1 (stereo unspecified)	2	-6	18	17	-14	0	8	-8

Reformatted with values under each structure: part of the list above.
Value order – Jurkat NFkB inh	EBI2 block	Gli-Sufu block	697 NFkB inh	APJ antagonist	UBC13 polyUb	CCR6 antag	CXCR6 block
- O=C(c1ccco1)N1CCN(C(=O)C(c2ccccc2)c2ccccc2)CC1
  -15	3	1	6	12	6	10	4
- O=C(COC(=O)CN1C(=O)C2CCCCC2C1=O)Nc1cc(S(=O)(=O)N2CCOCC2)ccc1Cl (stereo unspecified)
  1	-2	-5	30	-17	6	-8	-10

(next part)
SMILES	Jurkat NFkB inh	EBI2 block	Gli-Sufu block	697 NFkB inh	APJ antagonist	UBC13 polyUb	CCR6 antag	CXCR6 block
CC1(C)Cc2c(cnn2-c2ccc(F)cc2)C(NC(=O)c2cnccn2)C1 (stereo unspecified)	-17	-2	16	-44	2	1	3	-6
O=C(C1=C[C@H](c2ccc3c(c2)OCO3)C[C@H](OCc2ccc(CO)cc2)O1)N1CCOCC1	2	10	4	13	3	-1	16	2
CCC(=O)N1CCC(c2ccc(OC)cc2)=N1	-28	0	-22	-20	-8	-5	-3	2
Cc1cc(C(=O)N/N=C/c2cccc([N+](=O)[O-])c2O)n[nH]1	-13	-11	-4	17	23	-77	24	30
CC1CCN(C(=S)NC(=O)c2ccc(C(C)(C)C)cc2)CC1	9	2	2	-7	12	5	27	19
CCOc1ccc(C(=O)N/N=C/c2c(C)[nH]c(=O)[nH]c2=O)cc1	2	x	x	7	-37	5	x	x
CCCOc1ccc(C2C(C(=O)OC)=C(C)N=C3SCCC(=O)N32)cc1OCC (stereo unspecified)	-32	0	-93	-70	-13	-19	1	16
N#C/C(=C\Nc1ccccc1SC(F)(F)F)c1nc(-c2ccc(Cl)cc2)cs1	-8	-13	-7	22	0	-2	10	1
CCCCCCc1cc2cc(C(=O)Nc3ccccc3OC)c(=O)oc2cc1O	2	-17	12	13	-38	-3	-50	-75
O=C(Nc1cc2c(cc1Br)OCCO2)c1cccs1	-52	-2	5	-73	-4	2	9	1
COc1ccc(NC(=O)C2CC2)cc1S(=O)(=O)N1CCOCC1	3	4	9	5	3	0	7	3
CC(NC(=O)[C@H](C)NC(=O)N1CCn2c1nc1ccccc12)c1ccccc1 (stereo partly specified)	8	-5	1	-3	14	-4	-2	-8

EBI2 block, what is marked active above
| molecule | Jurkat NFkB inh | EBI2 block | 697 NFkB inh | APJ antagonist | UBC13 polyUb | CCR6 antag | CXCR6 block |
| --- | --- | --- | --- | --- | --- | --- | --- |
| CC(=O)c1ccc(NC(=O)C(C)n2nc(-c3ccccc3)c3cc(Cl)ccc32)cc1 (stereo unspecified) | 8 | 44* | -13 | 13 | -9 | 0 | -7 |

(further entries)
SMILES	Jurkat NFkB inh	EBI2 block	Gli-Sufu block	697 NFkB inh	APJ antagonist	UBC13 polyUb	CCR6 antag	CXCR6 block
COc1cc(Cl)c(NS(=O)(=O)c2c(C(=O)N3CCCC3)c(C)n(C)c2C)c(OC)c1	-2	-4	-2	4	9	4	4	-5
Cc1ccc(S(=O)(=O)NNC(=O)c2ccoc2C)cc1	-6	-7	8	14	-2	-6	8	2
COc1ccc2[nH]c(=S)cc(C)c2c1	-41	-5	6	-51	8	-19	-3	1
Cc1cccc2c(N)c3c(nc12)CCCC3 (tested in a mixture with another compound)	x	-14	13	x	x	x	12	2
N#C/C(=C/c1ccc(N2CCCCCC2)o1)c1ccc(F)cc1	24	20	11	-34	32	-124	34	25
CC(C)(C)c1ccc(C(=O)NNC(=O)c2ccncc2)cc1	-8	-1	-2	-16	-18	0	13	3
OC(CSc1ccccc1)CN1CCN(c2ccccc2)CC1 (stereo unspecified)	x	8	13	x	x	x	6	-2
CCOC(=O)C(=O)NCC(c1ccco1)S(=O)(=O)c1cccs1 (stereo unspecified)	-1	4	5	16	3	9	3	0
O=C(NC1=NCCS1)c1ccc(N2CCCC2=O)cc1	-30	2	-1	-22	8	0	-1	6
O=C(OCC(=O)N1CCCCC1)c1ccc2c(c1)C(=O)N(Cc1ccco1)C2=O	2	8	1	5	31	5	7	6
COC(=O)c1cc(=O)n(CCc2ccc(OC)c(OC)c2)c(=Nc2ccc(F)c(Cl)c2)s1	31	63*	18	4	14	-4	17	15
Nc1ccc(N2CCOCC2)c(S(=O)(=O)Nc2ccccc2Cl)c1	-7	0	4	-1	2	-6	-2	-6
O=C(c1cc(S(=O)(=O)N2CCOCC2)ccc1Cl)N1CCC(Cc2ccccc2)CC1	1	-2	-6	7	17	0	-4	-8
CC(C)CC[C@@H](O)[C@](C)(O)C1CC[C@@]2(O)C3=CC(=O)[C@@H]4C[C@@H](O)[C@@H](O)C[C@]4(C)C3CC[C@]12C (stereo partly specified)	17	-11	-8	8	5	-1	-8	-9
CCOC(=O)CSC1=C(C#N)C(c2ccccc2OC)CC(=O)N1 (stereo unspecified)	46	-7	-5	-30	10	0	1	0
COc1ccc(C2CC(c3cccs3)=NN2C(=O)CSc2nc(=O)n3ccc(C)cc3n2)cc1 (stereo unspecified)	-7	3	-3	-52	16	-12	6	11
O=C(NC(=S)N1CCc2ccccc21)c1ccccc1	-8	2	-7	-40	14	-2	39	27
O=C(NCCC1=CCCCC1)c1c(O)nc2sccn2c1=O	4	-6	-5	-30	15	-21	8	2
O=C(NCc1ccco1)C1CCCN(c2ncnc3c2nc2n3CCCCC2)C1 (stereo unspecified)	7	-19	-8	-7	-30	11	6	3
CCOc1ccc(NC(=O)Nc2ccon2)cc1	8	-4	-46	-27	2	5	-1	-13
COc1ccc(Cc2nnc(NC(=O)c3cc(OC)c(OC)c(OC)c3)s2)cc1	-10	-2	1	-20	11	-6	11	-7
NC(=O)CN1CCN(S(=O)(=O)c2ccc(Cl)cc2)CC1	-7	-8	-3	4	-2	3	8	-3
O=C(Cn1ncc2c1-c1ccccc1OC2)Nc1ccc(Cl)cn1	-5	-7	2	16	13	4	9	-4
O=C(c1cccc(C(F)(F)F)c1)N1CCC(=O)N(C(CO)Cc2ccccc2)CC1 (stereo unspecified)	8	-1	-8	17	-5	-8	-1	15
CC1CCC/C(=N/NC(=O)c2ccccc2-n2cccc2)C1 (stereo unspecified)	-2	-6	-1	-3	-33	-4	14	9
Cc1ccc(CNC(=O)c2ccc(CNc3c(N4CCCC4)c(=O)c3=O)cc2)cc1	8	3	3	9	18	3	3	-2
CC(NC(=O)Nc1nccs1)(C(F)(F)F)C(F)(F)F	-11	-14	3	-4	-1	-5	2	-5
COc1ccc(CC2C(=O)OC(C)(C)OC2=O)cc1	3	-2	2	17	9	0	-6	-7
N=C1C(=O)OCC1c1cc(Cl)ccc1NC(=O)Nc1ccccc1 (stereo unspecified)	-11	-4	7	-15	-18	1	12	4
O=C(Nc1ccc(N2CCOCC2)cc1)c1ccc2c(c1)OCO2	-30	8	-38	-31	-36	-6	0	1
CCNc1nc(NCC)n2c(SCC(=O)Nc3ccc(OC)c(OC)c3)nnc2n1	4	0	-1	20	3	3	7	6
COCC(C)n1c(SCc2nc(N)nc(Nc3ccccc3C)n2)nc2ccccc2c1=O (stereo unspecified)	7	4	-5	-3	5	2	8	8
CCOc1ccc(-c2cc(C(=O)N/N=C(\C)c3cccnc3)c3ccccc3n2)cc1	-33	-10	-104	-104	-33	-11	6	-8
CCN(CC)c1ncc(C)c(=O)[nH]1	-7	-10	4	8	8	-6	0	-10
CC(C)CNC(=S)NC(=O)c1ccc(F)cc1	-27	-6	-39	-85	-8	-8	6	0
CCC1=C2CC[C@H]3C(=O)N(C)C(=O)[C@H]3[C@H]2[C@@]2(Cc3ccccc3)C(=NCC(=O)OC)OC(=O)N2C1=O	7	-6	2	2	12	1	-1	2
CCOC(=O)C1CCN(Cc2cccc(Oc3ccc(Cl)cc3)c2)CC1	-19	3	14	4	-16	5	9	-10
O=C(C(c1ccccc1)c1ccccc1)N1CCN(CC(O)COc2ccccc2)CC1 (stereo unspecified)	4	53*	4	-4	2	9	1	4
CCOc1ccccc1CN1CCNC(=O)C1CC(=O)NCCc1ccccn1 (stereo unspecified)	-11	-5	4	-13	-2	-7	-3	3
CCN(c1ccccc1)S(=O)(=O)c1ccc(Cl)c(NC(=O)Nc2ccc(Cl)cc2C#N)c1	28	-3	3	-45	3	-9	-22	0
COc1ccc(-c2c(C)oc3ccc(C)cc23)cc1	-7	14	-2	14	-16	-4	17	2
